Screens: PubChem, several laboratories
TLR9-MyD88 inh – TLR9-MyD88 interaction inhibition; Q9NR96+Q99836; CHO BLA complementation TLR9-MyD88, CCF4 FRET ratio; inhibition, % at 4.98 µM; hit rate 0.21% among 340,000;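 active = inhibition above the mean over all tested compounds plus 3 SD, cut at about 21% in these data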;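 note: 0% = DMSO only wells and 100% = clavulanate BLA inhibitor control wells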
TWEAK Fn14 block – inhibitors of TWEAK-Fn14 interaction signaling; TWEAK-stimulated Fn14 reporter cells, luciferase luminescence, 8 h; inhibition, % at 10 µM; hit rate 2% among 360,000; AID 1159606; in the data active = inhibition above about 50%
NR2F2 inh – inhibitors of human COUP-TFII (NR2F2); hit rate 0.7% among 370,000; P24468; inhibition, % at 8.6 µM; HEK293T NGFI-A luciferase reporter, luminescence; AID 686940;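 active = inhibition above a per-plate cutoff, mean inhibition of test wells between control levels plus 3 SD, cut at about 38% in these data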;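 note: cells cotransfected with COUP-TFII expression vector driving the NGFI-A reporter; 0% = median of COUP-TF2 test wells and 100% = reporter-only cells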
LRH-1 inv ag – suppresses constitutive activity of human LRH-1 | O00482 | HEK293T StAR-luciferase reporter, LRH-1 transfected, 24 h | inhibition, % at 3.6 µM | hit rate 0.13% among 360,000 | AID 602396;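 active = inhibition above the mean inhibition of all tested compounds plus 3 SD, cut at about 73% in these data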;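 note: 0% = DMSO wells and 100% = reporter-only cells lacking LRH-1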
Target sequence (O00482 whole entry, looked up): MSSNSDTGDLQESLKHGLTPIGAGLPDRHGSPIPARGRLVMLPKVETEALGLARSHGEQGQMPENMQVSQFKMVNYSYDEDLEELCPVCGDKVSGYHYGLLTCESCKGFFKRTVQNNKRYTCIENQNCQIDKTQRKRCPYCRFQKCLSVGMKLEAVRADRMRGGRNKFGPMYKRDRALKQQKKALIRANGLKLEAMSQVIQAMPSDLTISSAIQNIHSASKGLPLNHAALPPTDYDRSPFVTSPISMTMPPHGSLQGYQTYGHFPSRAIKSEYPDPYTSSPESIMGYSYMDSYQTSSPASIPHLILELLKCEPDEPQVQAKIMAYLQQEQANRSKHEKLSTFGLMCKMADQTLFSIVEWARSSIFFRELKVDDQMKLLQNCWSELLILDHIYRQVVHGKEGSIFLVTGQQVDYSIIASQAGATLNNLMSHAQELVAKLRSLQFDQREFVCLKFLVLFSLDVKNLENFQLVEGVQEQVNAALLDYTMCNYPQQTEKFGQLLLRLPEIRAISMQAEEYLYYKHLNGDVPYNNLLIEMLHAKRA
NCOA3 inh – inhibitors of human steroid receptor coactivator 3 (SRC3). Q9Y6Q9. HEK293 GAL4-SRC3 luciferase reporter, luminescence. inhibition, % at 3.6 µM. hit rate 0.17% among 360,000;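 active = inhibition above a per-campaign cutoff, the mean of all compounds plus 3 SD, cut at about 60% in these data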;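 note: 0% = DMSO-treated cells and 100% = gossypol-treated cells at 36 µM; higher means less SRC3-driven luciferase light from the GAL4 reporter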
EBV LMP1 NFkB – reduces LMP1-driven NF-kappaB luciferase signal | LMP1-induced NF-kappaB luciferase reporter cells, luminescence | hit rate 0.69% among 350,000 | AID 504558 | inhibition, % at 12.5 µM; in the data active = inhibition above about 41%;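 note: 0% = neutral control wells and 100% = reference inhibitor control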
TROY NFkB inh – blocks TROY-dependent signaling in reporter cells. Q293 LMP1-TROYcd NF-kB luciferase reporter, 4 h. inhibition, % at 10 µM. hit rate 0.98% among 360,000;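 active = compounds whose plate-normalised and pattern-corrected inhibition of the luciferase reporter signal at the single screening dose is 50% or more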
NOD2-RIPK2 inh – NOD2-RIPK2 protein interaction inhibition | hit rate 0.38% among 360,000 | inhibition, % at 4.98 µM | O43353 | CHO BLA complementation NOD2-RIPK2, CCF4 ratio; in the data active = inhibition above about 21%;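 note: 0% = vehicle only and 100% = reference blocker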
Target sequence (O43353 whole entry, looked up): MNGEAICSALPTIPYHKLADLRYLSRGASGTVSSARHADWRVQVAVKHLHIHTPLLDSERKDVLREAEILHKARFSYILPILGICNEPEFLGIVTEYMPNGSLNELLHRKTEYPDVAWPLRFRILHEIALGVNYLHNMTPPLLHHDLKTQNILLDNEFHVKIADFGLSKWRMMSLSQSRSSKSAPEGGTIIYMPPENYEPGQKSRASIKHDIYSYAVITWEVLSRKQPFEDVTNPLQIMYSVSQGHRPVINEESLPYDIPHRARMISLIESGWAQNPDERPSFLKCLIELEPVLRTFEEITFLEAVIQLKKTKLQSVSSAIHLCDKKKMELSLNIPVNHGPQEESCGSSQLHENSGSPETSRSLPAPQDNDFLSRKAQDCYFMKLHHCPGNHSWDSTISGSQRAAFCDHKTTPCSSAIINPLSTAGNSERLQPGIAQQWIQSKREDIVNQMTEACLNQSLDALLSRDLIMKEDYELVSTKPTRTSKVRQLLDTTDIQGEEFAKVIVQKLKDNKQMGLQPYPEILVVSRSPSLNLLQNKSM
NCOA2 inhibitor – human SRC2 (NCOA2) inhibition; AID 651957; HEK293 GAL4-SRC2 luciferase reporter, luminescence; inhibition, % at 9 µM; hit rate 0.17% among 370,000;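 active = inhibition above the mean inhibition of all tested compounds plus 3 SD, set per campaign, cut at about 52% in these data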;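 note: 0% = DMSO treated cells and 100% = cells given Gossypol at 36 µM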
NCOA1 inh – human NCOA1 inhibition; HEK293 GAL4-SRC1 luciferase reporter, luminescence; inhibition, % at 3.6 µM; hit rate 0.12% among 360,000;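 active = inhibition above the campaign mean plus 3 SD, with each screening campaign given its own cutoff, cut at about 60% in these data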;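 note: 0% = DMSO treated cells and 100% = gossypol at 36 µM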
TRAIL sens C8 – sensitizes caspase-8 expressing cells to TRAIL; NB7+C8 cells + TRAIL, ATPlite viability luminescence; inhibition (viability loss, TRAIL sensitization), % at 10 µM; hit rate 1% among 360,000; AID 624354;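 active = compounds causing at least 50% loss of cell viability in the single-dose screen, relative to plate controls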
* = called active by the depositor; / = not tested or not shown. The list is partial, so the mix of outcomes need not match the whole.

SMILES	TLR9-MyD88 inh	TWEAK Fn14 block	NR2F2 inh	LRH-1 inv ag	NCOA3 inh	EBV LMP1 NFkB	TROY NFkB inh	NOD2-RIPK2 inh	NCOA2 inhibitor	NCOA1 inh	TRAIL sens C8
O=[N+]([O-])c1ccc2c(c1)C(=NO)c1cc(Cl)c(Cl)cc1-2	-2	-21	7	-1	5	-2	-5	9	-6	-2	13
CCN1C(=O)[C@H]2[C@@H](c3ccc(-c4ccccc4)cc3)N[C@@](Cc3ccccc3)(C(=O)OC)[C@H]2C1=O	5	-6	13	-31	-11	-1	-13	4	-54	-22	26
CCC1CCCCN1S(=O)(=O)c1ccc(-n2cnnn2)c(C)c1 (centres undefined)	-7	0	0	2	-4	-1	5	-16	13	-2	2
CCCCCn1c(=O)[nH]c2cc(C(=O)NCCN3C(C)CCCC3C)ccc2c1=O (centres undefined)	-17	14	-6	-23	-2	-5	9	-1	15	2	9
COc1ccc(Cc2nnc(NC(C)=O)s2)cc1	-9	2	-1	8	3	6	-18	-1	-7	-2	2
COc1ccccc1C(=O)N1CCN(S(=O)(=O)Cc2ccccc2)CC1	-3	-24	8	17	7	9	-16	-18	2	11	-6
CCN(CC)c1ccc(NC(=O)Nc2ccccc2C(F)(F)F)cc1	1	-9	-11	-15	-12	-24	-43	7	-26	-29	15
CCCN(CC1CC1)C(=S)Nc1ccccc1F	-3	7	6	-13	18	3	-22	2	-24	7	0
CCN1C=C(C(=O)OC)C(c2cccc(OC)c2OC)C(C(=O)OC)=C1	-11	-17	3	9	14	0	-5	-1	-12	-12	10
COc1ccc(NC(=S)NC2CC3CCCC(C2)N3C2CC2)cc1 (centres undefined)	2	8	6	-8	11	-3	7	-1	-26	1	-1
CC1CC(C)CN(C(=O)c2cn(C)c3ccc(S(=O)(=O)N(C)C)cc3c2=O)C1 (centres undefined)	0	1	8	8	4	2	1	-10	-15	-40	-17
CC(=O)Nc1ccc(S(=O)(=O)NC2CCCCCC2)cc1	-3	17	10	-18	16	6	16	9	4	-5	-5
O=C(CSc1nnc(SCc2ccc(Cl)cc2)s1)N/N=C/c1ccccc1Cl	-12	33	3	0	-20	-10	-5	-4	0	-13	-3
COc1ccc([C@H]2C(C(=O)O)=C[C@@H](C(C)(C)C)N2S(=O)(=O)c2ccc(C)cc2)cc1OC	-1	13	-10	-1	14	-1	-9	-8	-11	-17	-4
COc1ccc2[nH]cc(CCN3C(=O)CCC3=O)c2c1	4	14	-3	-13	2	2	-10	1	-17	0	-3
CCCCCc1c(-c2cccc(Br)c2)ncn1CCc1ccccc1OC	/	-2	6	-19	/	/	3	-11	-19	/	23
COc1ccccc1C1NC(=O)c2ccccc2O1 (centres undefined)	-2	-4	-2	16	-22	-10	8	-6	12	-1	-5
CCOC(=O)c1cc2ccc(OC)c(OC)c2c(=O)s1	3	-10	7	-5	-20	-4	-11	-11	-31	-15	10
CCOc1ncccc1C(=O)NC(C)CCc1ccccc1 (centres undefined)	0	3	4	22	7	1	22	-2	9	25	-1
CCOC(=O)c1cccc(NC(=O)C2CCCN2S(=O)(=O)c2cccc3cccnc23)c1 (centres undefined)	-5	-19	0	-4	3	-1	7	-6	7	-29	-15
COc1ccc(S(=O)(=O)N2CCCCC2)cc1C(=O)N1CCCC1	4	0	-4	-28	-13	2	-5	-8	12	5	-3
Cc1cccc(C(CC(=O)O)n2cccc2)c1 (centres undefined)	9	-4	-4	4	-6	3	5	-3	4	4	-5
CC(=O)c1cccc(NC(=O)CSc2nnc(C(C)N(C)C)n2-c2ccc(F)cc2)c1 (centres undefined)	-2	7	-6	-13	11	-6	-15	-9	-6	-2	-7
CCCc1nc2c3ccccc3ccn2c1CC1CCCCC1	/	12	-14	-5	-2	/	-10	3	-32	3	8
COc1cc(CCCN2C(=O)C(=O)NC[C@@H]2C(C)O)cc(OC)c1OC (some centres undefined)	-14	13	6	-13	9	-7	20	-9	-1	-34	-6
N/C(CSc1nc(-c2ccccc2)c(-c2ccccc2)o1)=N\O	3	-22	7	10	-1	-1	-8	4	6	-10	-8
O=C1NCCCC2c3c(cc(Br)c(O)c3Br)OC12N1CCCCC1 (centres undefined)	-10	-15	-7	-9	20	7	1	0	-6	2	-6
O=C(CN1C(=O)NC2(CCCC2)C1=O)N1CCN(c2ccccc2O)CC1	1	-10	11	15	-2	2	9	-1	-11	-6	-23
Cc1ccccc1-c1nc(CS(=O)(=O)CC(=O)NCCCN2C(C)CCCC2C)c(C)o1 (centres undefined)	7	11	6	8	1	-1	-5	1	-12	-7	-5
O=C(NC1=NCCS1)c1cc(-c2cccnc2)nc2ccccc12	2	-35	-19	12	-8	7	0	-3	13	13	-13
Cc1cc(C)c(C#N)c(N2CCN(c3ccc(F)cc3)CC2)n1	7	8	6	-2	11	2	16	1	-17	2	2
CC(C)CN1C(=O)/C(=C(/C#N)C(=O)NC2CCCCC2)c2ccccc21	-3	0	20	11	21	5	15	0	16	0	-4
CC(C(=O)NCCS(=O)(=O)c1ccc(Cl)cc1)S(=O)(=O)c1ccccc1 (centres undefined)	-2	12	10	-11	8	3	6	-9	10	-37	-5
COc1ccc(NC(C)=O)cc1NC(C)c1nc2sc(C)c(C)c2c(=O)[nH]1 (centres undefined)	-5	-2	-5	-2	-10	0	-2	-6	1	6	-9
Nc1nonc1-c1noc(-c2ccccc2Br)n1	-4	-13	2	-5	-28	-11	-67	-1	1	-9	1
Cc1cccc(-n2c(=O)c3ccccc3n3c(=S)[nH]nc23)c1C	8	-19	0	11	-1	0	-1	-4	-2	6	16
COc1cccc(C(C(=O)NC2CCCC2)N(Cc2ccccc2OC)C(=O)c2ccco2)c1 (centres undefined)	-10	74*	9	-3	4	4	/	3	4	12	2
CC1CC(C)CN(C(=S)SCc2nc(N)nc(Nc3ccccc3)n2)C1 (centres undefined)	4	4	11	13	2	4	3	2	1	-10	0
Cc1c(NS(=O)(=O)c2cccc(C(=O)NC(C)c3ccccc3)c2)c(=O)n(-c2ccccc2)n1C (centres undefined)	-9	-7	-4	18	4	-2	1	2	3	4	9
COc1ccc(-c2noc(CN(C)S(=O)(=O)c3ccc(C)cc3)n2)cc1	9	4	6	2	-5	1	6	2	-8	0	22
Cc1ncc(CO)c(CNc2ccc(-c3nc4ccccc4[nH]3)cc2)c1O	3	44	-43	-64	-85	1	37	-4	-62	-84	44
CCOCCn1c(CN2CCN(C(c3ccccc3)c3ccccc3)CC2)nc2c1c(=O)n(C)c(=O)n2C	-4	-4	-8	-4	-2	-2	-19	5	-10	-30	2
C=CCOC(=O)Nc1nc(CCNC(=O)OCc2ccccc2)c(C(=O)OC)s1	/	/	13	-3	/	/	/	-5	-5	/	13
COc1cc(C(=O)N2CCCc3ccccc32)c([N+](=O)[O-])cc1OC	4	-11	8	-4	12	1	4	-20	-48	-5	-6
COc1ccc2cc(C(c3nnnn3CC3CCCO3)N3CCOCC3)c(=O)[nH]c2c1 (centres undefined)	-3	3	2	4	-3	6	-4	-6	-5	0	-15

Sorted by SMILES length (ascending): three of the compounds above.
SMILES	TLR9-MyD88 inh	TWEAK Fn14 block	NR2F2 inh	LRH-1 inv ag	NCOA3 inh	EBV LMP1 NFkB	TROY NFkB inh	NOD2-RIPK2 inh	NCOA2 inhibitor	NCOA1 inh	TRAIL sens C8
Cc1cccc(-n2c(=O)c3ccccc3n3c(=S)[nH]nc23)c1C	8	-19	0	11	-1	0	-1	-4	-2	6	16
C=CCOC(=O)Nc1nc(CCNC(=O)OCc2ccccc2)c(C(=O)OC)s1	/	/	13	-3	/	/	/	-5	-5	/	13
Cc1c(NS(=O)(=O)c2cccc(C(=O)NC(C)c3ccccc3)c2)c(=O)n(-c2ccccc2)n1C (centres undefined)	-9	-7	-4	18	4	-2	1	2	3	4	9

New compounds follow:
SMILES	TLR9-MyD88 inh	TWEAK Fn14 block	NR2F2 inh	LRH-1 inv ag	NCOA3 inh	EBV LMP1 NFkB	TROY NFkB inh	NOD2-RIPK2 inh	NCOA2 inhibitor	NCOA1 inh	TRAIL sens C8
CC12CCC(C(=O)N(Cc3ccccc3)Cc3ccccc3)(OC1=O)C2(C)C (centres undefined)	7	13	10	11	5	7	-1	1	11	-2	0
CCCCc1ccc(N=N/C(C(=O)Nc2ccccc2OC)=C(/C)O)cc1	-4	14	-11	-20	-7	2	7	-3	11	-1	3
CCN(CC)C(=O)C1=C(C)N(CCC2=CCCCC2)C(=O)C(CC(=O)NCCN2CCOCC2)C1 (centres undefined)	-7	10	-10	-26	-2	-6	-2	-6	19	-6	-7
Cc1ccc(Cc2nnc(SCC(=O)Nc3ccc(C)cc3C)[nH]c2=O)cc1	1	3	-15	-5	9	-1	-3	-4	15	-12	0
COc1ccc2c(Cl)cc(NC(=O)Nc3c(C)cccc3C)nc2c1	0	-9	-2	2	-13	-4	19	-6	-30	-3	14
CC1(C)CC(=O)c2sc(NC(=O)CCS(=O)(=O)c3ccccc3)nc2C1	6	23	11	5	1	26	-3	9	4	-26	5
C[C@H](O)[C@@H]1C(=O)N2CCc3c([nH]c4ccccc34)[C@@H]2C[C@@H]1N(C)C(=O)Nc1ccccc1	7	3	-6	-9	-20	0	-14	-4	-26	-5	-2
COC(=O)c1oc2ccc(Br)cc2c1NC(=O)CCCN1C(=O)c2ccccc2C1=O	9	-36	-3	19	8	-8	2	-6	2	11	5
S=c1[nH]nc(COc2ccccc2)n1/N=C/c1ccccc1Br	-5	-13	-3	-11	-2	1	4	1	-21	-11	13
Cc1ccc(S(=O)(=O)N2CCOCC2)cc1NC(=O)CSc1nnc(COc2ccccc2F)n1N	-7	-2	-1	-39	-8	-5	-2	-10	1	-10	-6
Cn1nc(-c2ccc(N3CCCCC3)c(NC(=O)c3ccco3)c2)c2ccccc2c1=O	2	41	0	17	3	28	35	2	-7	7	23
COc1ccc(CCNC(=O)Cn2cnc3c(nnn3Cc3ccc(C)cc3)c2=O)cc1OC	-4	-4	-8	5	-9	7	9	-10	-21	9	1
O=C(NCC1CCN(Cc2ccccc2Cl)CC1)Nc1cccc(Cl)c1	-4	8	0	-18	17	2	-6	-11	9	-10	-12
CC1CCCCN1C(=O)CSc1nc2ccccc2n1CC(=O)N1CCc2ccccc21 (centres undefined)	1	-9	-1	15	15	2	3	9	-1	14	-1
O=Cc1ccc(-c2nc3ccccc3s2)o1	-1	5	-19	-126	-61	6	-15	-4	-41	-113	20
Cc1c(NC(=O)COC(=O)c2cccn2C)c(=O)n(-c2ccccc2)n1C	3	-2	5	14	8	3	3	-3	-23	-22	-5
Cc1ccc(-c2nn(-c3ccccc3)cc2/C=N/NS(=O)(=O)c2ccccc2)cc1	-12	1	-30	-100	-47	-6	-26	-6	-60	-48	-16
C=CCN(CC=C)Cc1cc(=O)oc2cc(C)ccc12	/	-22	0	-6	6	/	-2	1	-11	-24	-11
CC(=O)N1CCN(c2nnnn2-c2ccccc2)CC1	0	-18	-7	-6	1	5	-9	12	9	-7	4
NC(N)=NNC(=O)c1ccccc1Cl	5	-1	-2	-6	1	-2	-13	-6	5	-10	-1
COCCNc1ncnc2c1cnn2Cc1ccccc1Cl	-8	2	10	18	16	1	1	-3	7	3	-1
O=C(NC1CCCC1)C1c2ccccc2OCC(=O)N1Cc1ccccn1 (centres undefined)	/	3	3	-16	/	/	4	-1	0	/	-9
CCOC(=O)CN(C)Cc1cn[nH]c1-c1ccc2cc(OC)ccc2c1	-9	-16	-3	-11	-42	2	-32	7	-1	-19	-12
